PREPL inh: PREPL enzyme inhibitors, primary screen, biochemical, fluorescence polarization | actives 0.68% (n = 320,000) | recombinant PREPL, fluorescence polarization activity-based probe | Prolyl endopeptidase-like (Homo sapiens), Q4J6C6 | inhibition, % at 5.96 µM; in the data active means inhibition above about 43%;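 further: 0% = enzyme with DMSO and 100% = wells lacking enzyme; many of its hits are not listed in these tables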
Target sequence (Q4J6C6 whole entry, looked up): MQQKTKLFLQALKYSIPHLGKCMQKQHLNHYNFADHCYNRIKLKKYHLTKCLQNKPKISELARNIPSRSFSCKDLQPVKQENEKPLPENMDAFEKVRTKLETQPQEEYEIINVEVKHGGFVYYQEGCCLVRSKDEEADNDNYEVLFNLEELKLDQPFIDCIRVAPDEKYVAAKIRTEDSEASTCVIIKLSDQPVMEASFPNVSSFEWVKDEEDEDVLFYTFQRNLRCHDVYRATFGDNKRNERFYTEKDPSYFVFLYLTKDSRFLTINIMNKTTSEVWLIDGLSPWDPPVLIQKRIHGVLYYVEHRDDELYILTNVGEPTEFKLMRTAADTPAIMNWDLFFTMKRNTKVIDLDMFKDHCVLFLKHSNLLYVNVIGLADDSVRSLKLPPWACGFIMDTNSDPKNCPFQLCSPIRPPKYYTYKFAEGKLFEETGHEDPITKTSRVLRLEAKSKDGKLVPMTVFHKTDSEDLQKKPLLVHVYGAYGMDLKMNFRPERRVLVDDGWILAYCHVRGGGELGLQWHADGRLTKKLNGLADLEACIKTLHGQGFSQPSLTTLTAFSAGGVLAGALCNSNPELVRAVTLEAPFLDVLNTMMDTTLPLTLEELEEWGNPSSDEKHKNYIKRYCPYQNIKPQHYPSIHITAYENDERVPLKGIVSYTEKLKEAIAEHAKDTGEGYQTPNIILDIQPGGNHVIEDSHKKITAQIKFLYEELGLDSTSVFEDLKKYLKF
LYPLA2 counter: LYPLA2 inhibitors, primary screen, counter-screen for PME1 inhibitor project, biochemical, fluorescence polarization, FP-Rh probe ABPP; Acyl-protein thioesterase 2 (Homo sapiens), O95372; recombinant LYPLA2; inhibition, % at 5.9 µM; actives 0.38% (n = 320,000);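 active means inhibition above the screen-wide mean plus 3 SD, limit set per campaign, cut at about 26% in these data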;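 further: 0% = LYPLA2 with DMSO and 100% = wells lacking LYPLA2 enzyme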
Target sequence (O95372 whole entry, looked up): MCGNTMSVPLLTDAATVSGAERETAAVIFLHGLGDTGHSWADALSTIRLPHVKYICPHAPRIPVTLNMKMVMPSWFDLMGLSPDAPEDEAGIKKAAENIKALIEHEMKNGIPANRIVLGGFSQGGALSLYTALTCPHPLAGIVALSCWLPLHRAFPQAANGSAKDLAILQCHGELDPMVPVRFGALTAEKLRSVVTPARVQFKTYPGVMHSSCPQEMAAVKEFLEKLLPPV
PP1 inh: PP1-alpha phosphatase inhibitors, primary screen, counter-screen for PP5 inhibitor project, biochemical, fluorescence, OMFP substrate, single point | Serine/threonine-protein phosphatase PP1-alpha catalytic subunit (Homo sapiens), P62136 | purified PP1alpha | inhibition, % at 6.7 µM | actives 0.9% (n = 320,000) | AID 2235, 2010;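 active means inhibition above the mean inhibition of all tested compounds plus 3 SD, computed separately for each screening campaign, cut at about 15% in these data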
Efflux pump inh: inhibitors of Candida efflux pumps in yeast, primary screen, S. cerevisiae, Nile Red, multiplex. S. cerevisiae Candida pump triplex. inhibition, % at 10 µM. actives 0.44% (n = 330,000). AID 485275, 2010;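 active means plate passing quality check with inhibition over a set limit, or well fluorescence over plate mean plus 4 SD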;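 further: Nile Red retained in pooled yeast measured as flow cytometry median fluorescence; 0% = buffer negative control and 100% = Enniatin B positive control; higher means more Nile Red kept so more efflux inhibition; some compounds called inactive have numbers as strong as hits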
GASC-1 inh: inhibitors of GASC-1 histone demethylase, primary screen, biochemical, fluorescence, DELFIA europium; Lysine-specific demethylase 4C (Homo sapiens), Q9H3R0; GST-JMJD2C(1-420) H3K9me3 demethylation; inhibition, % at 2.35 µM; actives 0.069% (n = 330,000);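 active means more than half of a compound's replicate wells show inhibition beyond 50%, single wells judged on their own value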;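 further: signal counts dimethyl H3K9 product captured on neutravidin plate; 0% = median of DMSO wells and 100% = 0.3 times that DMSO median; strong numbers were not always called active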
HCV core dimer: inhibitors of HCV core protein dimerization, primary screen, biochemical, TR-FRET, high-throughput. TR-FRET GST/Flag-core106 dimerization, 1536-well. actives 0.33% (n = 300,000). AID 1899, 2009. inhibition, % at 5 µM;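 active means inhibition above the mean of all tested compounds plus 3 SD, set per screening campaign, cut at about 45% in these data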
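Material: Tagged HCV core106 pair (GST and Flag) | Amount: GST-core106 13.5 nM, Flag-core106 17 nM | Medium: KF-containing HEPES buffer, pH 7.45, DTT, CHAPS, BSA | Reagent: Eu donor and XL665 acceptor anti-tag antibodies | Schedule: 4 h at 22.5 °C | Technique: Time-resolved FRET, ex 340 nm, em 617 and 671 nm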
CTSL1 counter: Fasciola hepatica cathepsin L1 inhibitors, primary screen, counter-screen for PFM18AAP inhibitor project, biochemical, QFRET, fluorogenic peptide substrate; inhibition, % at 5.96 µM; actives 0.49% (n = 300,000); recombinant F. hepatica cathepsin L1, Z-Leu-Arg-MCA fluorescence;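 active means inhibition above the mean of all tested compounds plus 3 SD, set per screening campaign, cut at about 17% in these data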;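 further: 0% = plate median of test compound wells and 100% = 1 µM Z-Phe-Ala-diazomethylketone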
TPT1 inhibitor: Candida albicans TPT1 enzyme inhibitors, primary screen, biochemical, fluorescence polarization | tRNA 2'-phosphotransferase TPT1 (Candida albicans SC5314) | recombinant caTPT1, FP RNA substrate dephosphorylation | inhibition, % at 5 µM | actives 0.81% (n = 300,000);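 active means inhibition above the mean of all tested compounds plus 3 SD, set per screening campaign, cut at about 24% in these data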;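 further: plate controls were DMSO alone for no effect and ferristatin control at 100 nM for full effect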
PP5 primary: PP5 phosphatase inhibitors, primary screen, biochemical, fluorescence | Serine/threonine-protein phosphatase 5 (Homo sapiens), P53041 | purified PP5c, OMFP substrate fluorescence | inhibition, % at 6.7 µM | actives 0.18% (n = 320,000) | AID 1987, 2009;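 active means inhibition above the campaign's mean inhibition across all tested compounds plus 3 SD, cut at about 9.5% in these data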;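 further: 0% = DMSO only and 100% = 100 µM cantharidin control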
* hit, by the source's call; x = no result given; & = joins results of further samples.

Values in the order: PREPL inh	LYPLA2 counter	PP1 inh	Efflux pump inh	GASC-1 inh	HCV core dimer	CTSL1 counter	TPT1 inhibitor	PP5 primary
1: Cc1cc(=O)oc(C)c1C(=O)NC1CCCCCCC1
 : 26	-3	6	0.4	9	3	-4	0	-1.4
2: O=C(NCC1CCCO1)c1ccc(CSCc2cccc(F)c2)o1 (stereo not given)
 : 8	3	-2	0.2	3	0	2	2	4.9
3: CCCOc1cccc(C2C(C(=O)c3ccc(C)o3)=C(O)C(=O)N2c2nc(C)c(C(C)=O)s2)c1 (stereo not given)
 : 2	-13	25*	-0.2	6	-31	7	17	1.7
4: CCOC(=O)C1=C(N)Oc2ccc3ccccc3c2C1c1cccc(O)c1 (stereo not given)
 : -10	-16	4	0.2	-1	2	0	-6	6.4
5: Cc1cccc(C)c1OCCCCn1cnc2ccccc2c1=O
 : -35	0	3	0.2	46	1	3	0	1.0
6: Cc1c(C(=O)NCCSCc2ccco2)cccc1[N+](=O)[O-]
 : 4	0	-4	0.1	6	9	-2	1	0.4
7: CCS(=O)(=O)c1ccc2oc(SCC(=O)c3ccco3)nc2c1
 : -1	4	-2	-0.1	1	-1	3	9	2.3
8: CCN(CC)CCN(C)C1CCC(c2ccccc2)CC1 (stereo not given)
 : -12	-2	-2	-0.3	3	3	-1	3	-0.4
9: COCCn1c(SCC(=O)N2CCC(C)CC2)nc2ccccc2c1=O
 : 8	-3	-3	0.2	5	2	0	1	2.0
10: O=C1CSC(=S)N1c1cccc(F)c1
 : 1	1	-3	0.2	2	-1	0	4	0.0
11: CCOc1cc(S(=O)(=O)N2CCCCC2)ccc1Cl
 : -3	-2	1	0.1	1	3	2	-2	3.4
12: O=C(NC1CCCCC1)N(Cc1ccc(F)cc1)Cc1nc2ccccc2c(=O)[nH]1
 : -12	3	1	-0.1	23	2	1	0	1.5
13: CCCn1c(N)c(N(CCOC)C(=O)COC(=O)CSc2cc(C)c3ccccc3n2)c(=O)[nH]c1=O
 : 8	5	-3	0.1	-2	6	5	2	-0.2
14: CSc1nnc2ccc(-c3cccs3)nn12
 : -10	2	1	0.2	-7	1	-1	-3	3.8
15: N#CCC(=O)N/N=C/c1coc2ccccc2c1=O
 : 4	-11	-2	0.3	-17	23	-2	12	2.4
16: Cc1ccc(NC(=O)c2cc([N+](=O)[O-])ccc2NCc2cccnc2)cc1
 : 5	10	0	0.0	-1	-3	6	-1	2.5
17: CCn1c(NC(=O)c2ccc(COc3ccc(C)cc3[N+](=O)[O-])o2)nc2ccccc21
 : 10	2	-1	-0.1	-10	7	-2	-3	4.2
18: COc1ccc(OCC(=O)NCCCNC(=O)COc2ccc(OC)cc2)cc1
 : 0	7	-2	-0.1	8	x	x	x	0.4
19: O=C(NCCCN1CCCC1)c1ccc(CS(=O)(=O)c2c(Cl)cccc2Cl)o1
 : -46	5	2	-0.1	-7	-2	-1	-1	2.6
20: NC(=O)[C@H]1CC2(CC(c3cccc(NC(=O)COc4ccc(Cl)cc4)c3)=NO2)CN1C(=O)c1ccccc1C(=O)c1ccccc1 (stereo not given in full)
 : 26	-36	13	-0.1	6	22	-1	-8	3.3

Full records, quoted from the list.
Cc1cc(=O)oc(C)c1C(=O)NC1CCCCCCC1 as listed: PREPL inh: 26; LYPLA2 counter: -3; PP1 inh: 6; Efflux pump inh: 0.4; GASC-1 inh: 9; HCV core dimer: 3; CTSL1 counter: -4; TPT1 inhibitor: 0; PP5 primary: -1.4
O=C1CSC(=S)N1c1cccc(F)c1 as listed: PREPL inh: 1; LYPLA2 counter: 1; PP1 inh: -3; Efflux pump inh: 0.2; GASC-1 inh: 2; HCV core dimer: -1; CTSL1 counter: 0; TPT1 inhibitor: 4; PP5 primary: 0.0
CCOc1cc(S(=O)(=O)N2CCCCC2)ccc1Cl as listed: PREPL inh: -3; LYPLA2 counter: -2; PP1 inh: 1; Efflux pump inh: 0.1; GASC-1 inh: 1; HCV core dimer: 3; CTSL1 counter: 2; TPT1 inhibitor: -2; PP5 primary: 3.4

The results go on.
Values in the order: PREPL inh	LYPLA2 counter	PP1 inh	Efflux pump inh	GASC-1 inh	HCV core dimer	CTSL1 counter	TPT1 inhibitor	PP5 primary
21: Cc1nc(-c2cc(C#N)c(Sc3ccc(Cl)cc3Cl)nc2C)cs1
 : 6	-4	-7	-0.2	20	10	4	0	0.0
22: CCCc1cc(=O)n2[nH]c(NCc3ccc(Cl)cc3Cl)nc2n1
 : -8	-2	-3	-0.1	6	4	-3	-8	-1.2
23: O=C(COc1ccc([N+](=O)[O-])cc1)Nc1ccccc1N1CCCC1
 : 11	1	-2	0.1	1	-7	0	1	1.2
24: Cc1cc(C)c(C(=O)CSc2nc3ccccc3c(=O)[nH]2)cc1C
 : 9	4	-2	0.1	4	7	5	2	-1.0
25: CCOC(=O)N1CCC(N(C(=O)Nc2ccc(Cl)c(Cl)c2)C(C)CC)CC1 (stereo not given)
 : -6	1	-3	0.1	-15&2	2	1	1	0.2
26: Cc1cc(C)cc(NC(=O)CCc2nc3ccccc3[nH]2)c1
 : 0	-1	-1	-0.1	-8	-9	-2	6	0.2
27: COc1ccc(S(=O)(=O)N(C)C)cc1NC(=O)CCNC(=O)c1ccco1
 : -7	-2	2	0.1	-3	0	-15	0	1.4
28: Cc1nnc(NC(=O)CN2C(=O)NC3(CCCC3)C2=O)s1
 : -7	2	-5	0.0	-1	1	-4	-5	-0.6
29: CCOC(=O)CNC(=O)c1cc(OC)cc(OC)c1
 : 3	-2	0	-0.2	0	-2	-1	-12	3.8
30: CC(CC(=O)N1CCc2ccccc21)S(=O)(=O)c1ccc2c(c1)NC(=O)CO2 (stereo not given)
 : 8	-5	-8	0.1	32	-12	2	1	4.7
31: C=CCc1cccc([C@@H]2[C@@H](C)CC[C@H]3C(=O)N4[C@@H](c5cc(OC)c(OC)c(OC)c5)c5[nH]c6ccccc6c5C[C@H]4C(=O)N23)c1
 : 28	-24	1	x	-6	12	1	1	0.8
32: Cc1ccc(S(=O)(=O)N(CC(=O)NCc2ccncc2)Cc2ccccc2F)cc1
 : -5	3	-3	-0.1	-9	-2	1	1	-0.4
33: Cc1cc(C)cc(C(=O)NCC(=O)NCCc2c[nH]c3ccccc23)c1
 : 15	-4	-1	-0.2	-4	1	2	3	-2.1
34: CCCCNC(=O)C1CCCN1C(=O)NC1CCCCC1 (stereo not given)
 : 12	7	1	-0.4	-4	-9	-2	0	-0.6
35: CC1=C(C(=O)Nc2ccc(F)cc2)C(c2cccc(C)c2)n2nc(CCCO)nc2N1 (stereo not given)
 : 13	-1	-4	-0.1	-7	1	5	2	0.8
36: Cc1cc(C)n(CCNC(=O)C2CCC(=O)N(Cc3ccc(Cl)cc3)C2)n1 (stereo not given)
 : -10	6	0	-0.1	11	7	0	0	0.7
37: COc1cc2c(cc1NC(=O)Nc1ccc(C)cc1)oc1ccccc12
 : 2	-18	0	-0.1	11	5	3	-1	3.0
38: COc1ccc(N2C(=O)NC(=O)C2=O)cc1
 : -2	2	1	0.1	-8	-10	-3	0	0.6
39: CC(C)Oc1ccc(C(=O)NCC(=O)O)cc1
 : 4	-4	-6	0.0	-1	2	-2	2	4.4
40: O=C(Nc1ccncc1)c1ccc(Cl)c([N+](=O)[O-])c1
 : 2	-2	-2	0.2	-8	2	2	1	-1.4

More records follow:
Values in the order: PREPL inh	LYPLA2 counter	PP1 inh	Efflux pump inh	GASC-1 inh	HCV core dimer	CTSL1 counter	TPT1 inhibitor	PP5 primary
41: CC(OC(=O)CCCc1nc2ccccc2s1)C(N)=O (stereo not given)
 : 10	1	-4	0.0	-2	0	-3	-2	-0.3
42: Cc1nccc(-c2cccc(NC(=O)c3ccccc3Cl)c2)n1
 : 2	1	2	-0.2	3	-4	1	-2	1.4
43: CC(C)(C)OC(=O)CNC(=O)c1nc[nH]c1C(=O)NCC(=O)OC(C)(C)C
 : 0	2	-3	0.1	2	-2	0	2	1.9
44: O=C1C2C3C=CC(C3)C2C(=O)N1Nc1ccccc1 (stereo not given)
 : 3	1	3	0.0	2	-1	-3	2	1.2
45: O=c1oc2ccccc2c2c1ncn2C1CCCCC1
 : 5	4	2	0.0	-28	-1	-2	-1	2.6
46: Cc1ccc2oc(=O)n(CCOc3ccccc3)c2c1
 : 15	8	1	0.0	-8	0	4	0	-1.3
47: CN(C(=O)COC(=O)CNC(=O)C12CC3CC(CC(C3)C1)C2)c1ccccc1
 : -2	4	-1	-1.8	-4	3	-12	-3	1.5
48: COC(=O)Cn1c(O)c(N=NC(=O)OC)c2ccccc21
 : 14	2	-4	0.1	1	-3	1	4	-0.5
49: Cc1ccc(-n2ccc(-c3nn(-c4ccccc4)ccc3=O)n2)cc1
 : -7	4	2	-0.2	-1	0	-2	-5	3.5
50: COC(=O)C1=C(C(=O)OC)C2(OC1c1cccc(F)c1)C(=O)c1ccccc1C2=O (stereo not given)
 : 12	4	-3	0.2	5	3	-3	2	2.5
51: Fc1cc(Br)ccc1NC(=S)Nc1cccnc1
 : 3	0	-2	-0.2	21	3	1	1	-0.9
52: CCOc1ccccc1CNC(=O)c1cc2oc3ccccc3c2n1C
 : 5	-10	8	-0.2	43	14	1	2	4.5
53: CCCn1nc(-c2nnc(-c3ccc(C)c(C)c3)o2)c2ccccc2c1=O
 : 4	-6	3	-0.2	5	-2	-1	1	3.2
54: COc1cc(NC(=O)c2cc3nc(-c4ccccc4)cc(-c4ccccc4)n3n2)cc(OC)c1OC
 : 24	-8	-2	0.0	-2	14	2	2	1.1
55: CCOC(=O)N1CCN(C(=O)c2cc(C)c3c(C)nn(-c4ccccc4)c3n2)CC1
 : -8	5	3	-0.1	-6	-6	0	-4	0.7
56: CNC(=O)Nc1ccccc1F
 : -4	0	-10	-0.1	-1	0	-3	-3	0.5
57: Cc1cc(C)n(CC(C)(O)c2ccccc2)n1 (stereo not given)
 : 2	-6	-2	-0.1	7	2	-3	0	0.5
58: COc1ccccc1CCC(=O)Nc1ccc2c(c1)CN(Cc1ccc(CO)o1)CC2
 : -4	-6	1	0.0	5	25	1	3	1.5

In a second layout: results already given
no. | molecule | PREPL inh | LYPLA2 counter | PP1 inh | Efflux pump inh | GASC-1 inh | HCV core dimer | CTSL1 counter | TPT1 inhibitor | PP5 primary
44 | O=C1C2C3C=CC(C3)C2C(=O)N1Nc1ccccc1 (stereo not given) | 3 | 1 | 3 | 0.0 | 2 | -1 | -3 | 2 | 1.2
45 | O=c1oc2ccccc2c2c1ncn2C1CCCCC1 | 5 | 4 | 2 | 0.0 | -28 | -1 | -2 | -1 | 2.6
46 | Cc1ccc2oc(=O)n(CCOc3ccccc3)c2c1 | 15 | 8 | 1 | 0.0 | -8 | 0 | 4 | 0 | -1.3
47 | CN(C(=O)COC(=O)CNC(=O)C12CC3CC(CC(C3)C1)C2)c1ccccc1 | -2 | 4 | -1 | -1.8 | -4 | 3 | -12 | -3 | 1.5

Bioassay records: PubChem, several laboratories

Only part of the results is shown, so the mix of outcomes need not match the whole.
